# PTHR1 ag: PTHR1 (human) receptor agonism; Q03431; HEK293 GP2 PTHR1 cells, GloSensor cAMP luminescence, 1 h; Potency, µM (series often up to 115 µM), without a hit: at the highest dose activation, hits mostly activators; 0.075% of 410,000 active; AID 743266; also: potency is read from the fitted curve at half-maximal effect; nearly all actives have a fitted effect of over 55% in size; some results filed as inactive show a strong effect at the top dose; inactives centre near -15; many of its hits are not listed in these tables
# Target sequence (Q03431 whole entry, looked up): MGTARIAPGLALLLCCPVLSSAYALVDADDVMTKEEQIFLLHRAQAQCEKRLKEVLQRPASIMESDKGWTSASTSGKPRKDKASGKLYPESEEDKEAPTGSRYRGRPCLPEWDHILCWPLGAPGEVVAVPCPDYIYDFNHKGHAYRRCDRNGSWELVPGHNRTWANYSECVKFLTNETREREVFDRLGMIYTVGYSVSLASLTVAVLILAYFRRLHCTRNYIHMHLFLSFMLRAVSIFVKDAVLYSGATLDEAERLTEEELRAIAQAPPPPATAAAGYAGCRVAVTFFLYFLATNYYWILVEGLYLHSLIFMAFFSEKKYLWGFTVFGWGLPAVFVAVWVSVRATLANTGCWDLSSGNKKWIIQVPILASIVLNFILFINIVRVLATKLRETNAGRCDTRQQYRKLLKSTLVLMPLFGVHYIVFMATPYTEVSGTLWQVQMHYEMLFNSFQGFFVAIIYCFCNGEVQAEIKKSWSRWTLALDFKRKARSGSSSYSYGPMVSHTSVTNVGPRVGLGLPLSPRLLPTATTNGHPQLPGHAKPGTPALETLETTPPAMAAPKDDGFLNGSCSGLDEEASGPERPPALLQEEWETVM
#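 HEK-293-derived GP2 cells expressing PTHR1 and a GloSensor cAMP reporter, 3,000/well, plated overnight, given luciferin plus IBMX (each 0.5 mM as added) for 1 h at 37 °C, then compound for 1 h at 37 °C. Luminescence was read after 15 min at room temperature.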
# aSyn rescue: inhibitors of alpha-synuclein toxicity in yeast | 0.14% of 370,000 active | Potency, µM (series often up to 46.1 µM), without a hit: at the highest dose growth rescue (activation), hits mostly activators | Yeast expressing alpha-synuclein, growth rescue, BacTiter-Glo, 24 h; also: potency is read from the fitted curve at half-maximal effect; % of control where 0% means no effect; nearly all actives have a fitted effect of over 65% in size
#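 Screening used galactose-induced yeast with toxic alpha-synuclein levels, exposed to compound for 24 hr at 30 deg C. Cell growth, read with BacTiter-Glo luminescence, gave the measured signal.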
# FUS yeast rescue: FUS proteinopathy suppression in yeast | S. cerevisiae FUS-expressing, growth rescue, OD600, 24 h | Potency, µM (titrated, usually from 76.6 µM), inactives show top-dose growth rescue (activation), hits mostly activators | 0.24% of 390,000 active;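 also: potency is read from the fitted curve at half-maximal effect; plate controls were DMSO vehicle for no effect and reference control for full effect; nearly all actives have a fitted effect of over 55% in size; some results filed as inactive show a strong effect at the top dose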
#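 Yeast expressing FUS under galactose induction, OD 0.005 in 2% galactose medium; compounds in a dilution series, 24 h at 30C. Growth rescue by absorbance at 600 nm; CP55940 positive control, DMSO negative.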
# GLP1R cytotox: cytotoxicity in counter-screen for GLP-1R inverse agonists | 0.13% of 410,000 active | AID 624418 | HEK293 cAMP-luciferase reporter cells, luminescence, 24 h | Potency, µM (top dose mostly 38.3 µM), for the others: at the top dose activity change, negative = inhibition, usual class: inhibitors;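 also: loss of luciferase light is scored as toxicity; potency is read from the fitted curve at half-maximal effect; % is scaled to controls: 0 for no effect and ±100 for the full control effect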
#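 Cells in DMEM/10% Nu serum/1% pen-strep, 1536-well format. Pre-incubated 12 h, dosed with 23 nL compound, incubated a further 24 h. Luciferase detection, 12 min at room temp, luminescence.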
# GLP1R inv ag: GLP-1 receptor (human) inverse agonism | P43220 | HEK293 GLP-1R CRE-luciferase, luminescence, 24 h; GLP-1R form is constitutively active | Potency, µM (doses to about 38.3 µM), for inactives: at the top dose activity change, negative = inhibition, most hits filed as inhibitors | 1.6% of 410,000 active | AID 624417; also: potency is read from the fitted curve at half-maximal effect; % is scaled to controls: 0 for no effect and ±100 for the full control effect; nearly all actives have a fitted effect of over 55% in size
# Target sequence (P43220 whole entry, looked up): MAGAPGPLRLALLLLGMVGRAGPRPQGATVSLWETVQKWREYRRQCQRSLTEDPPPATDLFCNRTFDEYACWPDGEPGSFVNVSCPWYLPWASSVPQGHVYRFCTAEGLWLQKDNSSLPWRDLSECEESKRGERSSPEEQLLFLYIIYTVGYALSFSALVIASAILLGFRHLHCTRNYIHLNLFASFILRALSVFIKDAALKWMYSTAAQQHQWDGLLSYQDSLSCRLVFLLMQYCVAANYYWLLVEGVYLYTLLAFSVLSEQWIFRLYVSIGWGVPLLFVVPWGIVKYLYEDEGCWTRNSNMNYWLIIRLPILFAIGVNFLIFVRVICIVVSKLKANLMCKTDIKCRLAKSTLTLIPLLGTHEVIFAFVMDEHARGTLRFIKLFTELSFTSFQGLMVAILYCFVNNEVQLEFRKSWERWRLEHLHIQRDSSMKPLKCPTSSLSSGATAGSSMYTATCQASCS
#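 Using stably transfected HEK293 (constitutively active GLP-1R, cAMP-luciferase reporter), compounds were incubated 24 hr and luciferase measured by luminescence.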
# Mm-Cpn inhibitor: inhibitors of Methanococcus maripaludis chaperonin (MmCpn) | purified Mm-Cpn ATPase, ADP Transcreener TR-FRET | Potency, µM (top dose mostly 76.9 µM), without a hit: at the top dose activity, negative = inhibition, actives largely listed as inhibitors | 0.031% of 330,000 active; also: potency is read from the fitted curve at half-maximal effect; % is scaled to controls: 0 for no effect and ±100 for the full control effect; nearly all actives have a fitted effect of over 80% in size
#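 Purified archaeal Mm-CPN (25nM final) preincubated 10 min at 37degC with compound, then 10uM ATP for 30 min at 37degC; ADP measured by HTRF Transcreener TR-FRET; buffer 30 mM TRIS pH 7.4, 100mM KCl, 5mM MgCl2, 1mM DTT.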
# Akt phos inh: Akt phosphorylation inhibition; Neuro2A IGF-stimulated pAkt S473 HTRF, 20 min; stronger effect = lower value; activity change, % for hits at 50 µM; 0.32% of 360,000 active; AID 651550; in the data active = activity change below about -80%; inconclusive = mostly about -51% to -80%; also: % is scaled to controls: 0 for no effect and ±100 for the full control effect
#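 Neuro2A cells in DMEM with 0.5% FBS, overnight at 37 deg C, given compound at single 50 µM final, then IGF (6 nM final) for 20 min at 37 deg C. Lysed; phospho-Akt Ser473 by HTRF after 24 h, 665/615 ratio.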
# TDP43 rescue: rescues yeast growth from TDP-43 toxicity; Potency, µM (titrated, usually from 46.1 µM), without a hit: at the top dose growth rescue (activation), most hits filed as activators; TDP-43 expressing yeast growth rescue, BacTiter-Glo, 24 h; 1.8% of 410,000 active; also: potency is read from the fitted curve at half-maximal effect; % of control where 0% means no effect; nearly all actives have a fitted effect of over 50% in size
#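 In this qHTS, compounds that restore growth of yeast expressing TDP-43 appear as activators. Cells (OD600=0.02, galactose medium, raffinose-pregrown) are incubated with compound 24 hr at 30 deg C and growth is quantified by BacTiter-Glo.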
# Abeta rescue: A-beta toxicity reversal in yeast; yeast expressing A-beta42, growth rescue, OD600, 48 h; response scale: 0% DMSO, 100% iron-clioquinol control; Potency, µM (highest dose often 46.1 µM), without a hit: at the top dose growth rescue, usual class: activators; 0.063% of 410,000 active; AID 1347071; also: potency is read from the fitted curve at half-maximal effect; nearly all actives have a fitted effect of over 55% in size
#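 Yeast A-beta toxicity model in growth medium with pinned compounds, 48 h at 30 C; growth read as absorbance at 600 nm. Normalized to FeCl3/clioquinol equimolar mix (positive) and DMSO (negative).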
# * = called active by the depositor; i = inactive; ? = inconclusive; . = no result given; & = joins results of further samples; [ ] = remark or other dose. Unless noted, calls follow the shape of the dose curve; as a rule, active = well fitted curve in the direction sought with a large enough effect; inconclusive = small, poorly fitted or top-dose-only effect, or another doubt; inactive = no such curve, though single readings can be large; an effect the other way counts as inactive or inconclusive. A portion of the library; count on the stated rates, not on these rows.
SMILES	PTHR1 ag	aSyn rescue	FUS yeast rescue	GLP1R cytotox	GLP1R inv ag	Mm-Cpn inhibitor	Akt phos inh	TDP43 rescue	Abeta rescue
O[C@@H](c1cc(C(F)(F)F)nc2c(C(F)(F)F)cccc12)[C@H]1CCCCN1	-32%[inhibitor]	-7%&-9%	-20%	-9%	?	1%	i	1%	21%
CCOC(=O)c1ccc(NC(=O)Cn2ncc3c(C)n(Cc4ccccc4F)c(C)c3c2=O)cc1	-24%	.	-1%	3%	3%	.	.	24%	2%
CCOc1cc(S(=O)(=O)NCc2ccncc2)c(C)cc1C	-13%	-4%	11%	-5%	-14%	4%	i	-17%	4%
CCCCNC(=O)c1ccc(NS(=O)(=O)c2ccccc2)cc1	i	-12%	.	5%	0%	0%	i	-16%	-13%
CCCCn1c(=O)[nH]c(=O)c2c1nc(-c1ccc(C)c([N+](=O)[O-])c1)n2CC	-29%	2%	24%	-24%	115%[activator]	0%	i	.	7%
O=C(Nc1ccc(F)cc1)c1ccc(-n2cnnc2)cc1	-16%	.	-9%	1%	17%	.	.	0%	-7%
O=C(COC(=O)C1=COCCO1)NC1CCCCCCC1	-4%	4%	5%	-1%	9%	-6%	i	-10%	-17%
Cc1ccc(S(=O)(=O)Nc2cc3c(C(=O)OCc4ccccc4)c(C)oc3c3ccccc23)c(C)c1	i	.	-7%	0%	?	.	.	13%	2%

# Record cards, from the list above.
# Record of `O=C(COC(=O)C1=COCCO1)NC1CCCCCCC1` = PTHR1 ag = -4%; aSyn rescue = 4%; FUS yeast rescue = 5%; GLP1R cytotox = -1%; GLP1R inv ag = 9%; Mm-Cpn inhibitor = -6%; Akt phos inh = i; TDP43 rescue = -10%; Abeta rescue = -17%
# Record of `CCCCn1c(=O)[nH]c(=O)c2c1nc(-c1ccc(C)c([N+](=O)[O-])c1)n2CC` = PTHR1 ag = -29%; aSyn rescue = 2%; FUS yeast rescue = 24%; GLP1R cytotox = -24%; GLP1R inv ag = 115%[activator]; Mm-Cpn inhibitor = 0%; Akt phos inh = i; TDP43 rescue = .; Abeta rescue = 7%

# More results follow.
SMILES	PTHR1 ag	aSyn rescue	FUS yeast rescue	GLP1R cytotox	GLP1R inv ag	Mm-Cpn inhibitor	Akt phos inh	TDP43 rescue	Abeta rescue
O=C(CSc1nncn1-c1ccccn1)Nc1cccc(Cl)c1	i	3%	-1%	-11%	-5%	1%	i	-6%[0.397 µM]	-7%
Cc1ccc(-c2cc(C(=O)Nc3c(C(=O)c4ccc(C)c(F)c4)oc4ccccc34)no2)cc1	i	.	11%	4%	4%	.	.	10%	-17%
COCCCNc1ccn2nc(-c3ccccc3)cc2n1	-55%[inhibitor]	?	10%	-5%	4µM*	.	i	?	?
COc1ccc(CNC(=O)C(C)N2CCN(S(=O)(=O)c3ccccc3F)CC2)cc1 (stereo not given)	i	4%	.	-15%	-5%	1%	i	-12%	1%
CCCCNC(=O)C1c2ccccc2OCC(=O)N1Cc1ccccn1 (stereo not given)	9%	-6%	-4%	-10%	21%	.	i	6%	-3%
CC(C(=O)N1c2ccccc2CC1C)N1CCN(S(=O)(=O)c2ccccc2F)CC1 (stereo not given)	?	-3%[1.84 µM]	16%	1%	-1%	2%	i	-11%	-9%
COc1ccccc1N1CCN(C(=O)CSc2nc3ncnc(N)c3[nH]2)CC1	-8%[57.5 µM]	1%	11%	-3%	6%	-2%	i	7%	4%
CCOc1ccccc1NC(=O)C1CCCN(S(=O)(=O)c2c(C)[nH]c(=O)[nH]c2=O)C1 (stereo not given)	-4%	0%	11%&-14%	2%&-17%	-1%&-22%	2%	i	6%&3%	21%&2%

# Other entries follow.
SMILES	PTHR1 ag	aSyn rescue	FUS yeast rescue	GLP1R cytotox	GLP1R inv ag	Mm-Cpn inhibitor	Akt phos inh	TDP43 rescue	Abeta rescue
COc1ccc(C(=O)NC(=S)NNC(=O)c2cccc(C)c2)cc1	-14%	17%	13%	-2%	?	.	i	-41%[inhibitor]	5%
CCc1ccc(-c2nnn(CCC(=O)OC)n2)cc1	-14%[57.5 µM]	8%	-2%	-11%	26%	2%	i	16µM*	12%
CN1C(=O)c2ccccc2OC1(C)Cc1ccccc1 (stereo not given)	-36%[inhibitor]	3%	-14%	18%	-9%	0%	i	20%	-21%
CCc1cccc(C)c1Nc1c(-c2ccc(SC)cc2)nc2sccn12	-31%	.	41%	1%	?	.	.	0%	8%
O=C(/C=C/c1ccccc1)Nc1cccnc1Cl	-15%	-8%	2%	-7%	20%	-1%	i	7.9µM*	1%
CC(C)N(C(=O)Cn1cc(S(=O)(=O)Cc2ccc(Cl)cc2)c2ccccc21)C(C)C	i	.	-23%	7%	-11%	.	.	16%	-4%
Cc1ccc(S(=O)(=O)N2CCCCC2)cc1NC(=O)CCNC(=O)c1ccccc1	-35%[inhibitor]	-4%	11%	7%	-22%	1%	i	-6%	6%
COC1(OC)C(/C=C/c2ccc(Cl)cc2)C(C#N)(C#N)C1(OC)OC (stereo not given)	-31%[inhibitor]	3%	.	?	-4%	-5%	i	-2%	4%

# Other entries.
SMILES	PTHR1 ag	aSyn rescue	FUS yeast rescue	GLP1R cytotox	GLP1R inv ag	Mm-Cpn inhibitor	Akt phos inh	TDP43 rescue	Abeta rescue
COc1cccc2cc(/C(=N/O)c3ccc(Br)cc3)oc12	-28%	11%	7%	-2%	?	0%	i	7%	-6%
COc1ccc(CNC(=O)c2ccc3c(c2)nc2n3CCCCC2)c(OC)c1	-36%[inhibitor]	.	12%	3%	22%	.	.	10%	-3%
Cc1cc(NC(=O)CSc2nnc(-c3ccco3)n2Cc2ccccc2)no1	-21%	-3%	18%	-19%	-15%	1%	i	-19%	-33%
C[N+]1(CC(=O)OC2CCCCCCCCCCC2)CCCC1	1%	-2%	4%	-1%	?	1%	i	-13%	-22%
COc1ccc(CCn2c(=N)c(C(=O)NCC3CCCO3)cc3c(=O)n4cccc(C)c4nc32)cc1OC (stereo not given)	-74%[inhibitor]	-5%	-18%	1%	10%	-7%	i	2%	0%
Cc1ccc(O)c(CNc2nc3ccccc3n2C(C)C)c1	-22%	-4%	-9%	3%	?	0%	i	5%	-7%
COc1ccc(C)cc1NC(=O)Nc1ccccc1SC	-4%	-14%	12%	4%	?	-3%	i	?	-4%
Cc1nc2ccc(C(=O)c3ccccc3)cc2[nH]1	-2%[57.5 µM]	-4%	18%	-1%	45%[activator]	0%	i	13%	3%

# Among those listed so far, these contain an aryl thioether with sulfur outside any ring.
SMILES	PTHR1 ag	aSyn rescue	FUS yeast rescue	GLP1R cytotox	GLP1R inv ag	Mm-Cpn inhibitor	Akt phos inh	TDP43 rescue	Abeta rescue
O=C(CSc1nncn1-c1ccccn1)Nc1cccc(Cl)c1	i	3%	-1%	-11%	-5%	1%	i	-6%[0.397 µM]	-7%
COc1ccccc1N1CCN(C(=O)CSc2nc3ncnc(N)c3[nH]2)CC1	-8%[57.5 µM]	1%	11%	-3%	6%	-2%	i	7%	4%
CCc1cccc(C)c1Nc1c(-c2ccc(SC)cc2)nc2sccn12	-31%	.	41%	1%	?	.	.	0%	8%
Cc1cc(NC(=O)CSc2nnc(-c3ccco3)n2Cc2ccccc2)no1	-21%	-3%	18%	-19%	-15%	1%	i	-19%	-33%
COc1ccc(C)cc1NC(=O)Nc1ccccc1SC	-4%	-14%	12%	4%	?	-3%	i	?	-4%

# (listing goes on)
SMILES	PTHR1 ag	aSyn rescue	FUS yeast rescue	GLP1R cytotox	GLP1R inv ag	Mm-Cpn inhibitor	Akt phos inh	TDP43 rescue	Abeta rescue
CC(C)NC(=O)COc1ccc(Cl)cc1Cl	-24%	4%	-10%	0%	-21%	0%	i	-5%	6%
CC(C)n1nnnc1SCC(=O)c1c(N)n(C2CC2)c(=O)[nH]c1=O	i	-5%	-21%	5%	12%	0%	i	4%	-17%
O=C(Nc1ccc2c(c1)nc1n2CCOC1)c1ccco1	-3%	-1%	3%	-16%	-1%	4%	i	-15%	-12%
CCCCNC(=S)N/N=C/c1cc(C)ccc1C	-31%[inhibitor]	-5%	4%	-8%	?	1%	i	-4%	14%
CCn1c(COc2ccccc2)nnc1SCC(=O)C(C)(C)C	-7%	13%	-28%	18%	-42%	0%	i	6%	7%[9.22 µM]
Cc1ccc(-n2ncc3c(NCCCc4ccccc4)ncnc32)cc1C	-19%	.	19%	-6%	-11%	.	.	27%	1%
CN(C)c1ccc(/C=C(\C#N)C(=O)c2ccccc2)cc1	-32%[inhibitor]	0%	-4%	1%	-4%	-2%	i	-5%	7%
COC(=O)CSc1nnc(-c2cccnc2)n1-c1cccc(OC)c1	i	4%	-1%	4%	1%	-1%	i	-6%	11%
O=C(CCNC(=O)c1ccco1)Nc1ccc(Cl)cc1	i	1%	-10%	-1%	-6%	-6%	i	10%	-14%
O=C(CSc1nnc(-c2ccccc2Br)o1)N1CCN(C(=O)c2ccco2)CC1	-10%[57.5 µM]	8%	19%	-19%	0%	-6%	i	-11%	-6%

# Three of the entries above in order of their number in PTHR1 ag, lowest first.
Structure | PTHR1 ag | FUS yeast rescue | GLP1R inv ag | Mm-Cpn inhibitor | Akt phos inh
CC(C)NC(=O)COc1ccc(Cl)cc1Cl | -24% | -10% | -21% | 0% | i
CCn1c(COc2ccccc2)nnc1SCC(=O)C(C)(C)C | -7% | -28% | -42% | 0% | i
O=C(Nc1ccc2c(c1)nc1n2CCOC1)c1ccco1 | -3% | 3% | -1% | 4% | i

# Source: PubChem (National Center for Advancing Translational Sciences (NCATS))
